yeast mec2-1 – NCI yeast anticancer drug screen, S. cerevisiae mec2-1 strain | growth inhibition, % at 50 µM | 79,000 compounds, 9% hits;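 further: 0% = growth of vehicle-only cultures of the same strain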
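Strain: mec2-1 (DNA repair/cell cycle alteration). Compound exposure, then growth measured; inhibition expressed relative to vehicle.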
rad50 – NCI yeast anticancer drug screen, S. cerevisiae rad50 strain | % growth inhibition at 50 µM | 79,000 compounds, 10% hits | AID 155;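 further: 0% = growth of vehicle-only cultures of the same strain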
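DNA repair mutant yeast, compound exposure, growth read-out; inhibition is taken relative to vehicle.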
bub3 – NCI yeast anticancer drug screen, S. cerevisiae bub3 mutant strain; growth inhibition, % at 50 µM; 78,000 compounds, 9.9% hits; AID 167;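 further: 0% = growth of vehicle-only cultures of the same strain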
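Inhibition values come from growth of compound-treated mutant yeast normalised to vehicle-treated controls.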
yeast mlh1 rad18 – NCI yeast anticancer drug screen, S. cerevisiae mlh1 rad18 strain | growth inhibition, % at 50 µM | 79,000 compounds, 11% hits | AID 175;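 further: 0% = growth of vehicle-only cultures of the same strain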
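Yeast w/ defined DNA-repair lesions; compound exposure; growth vs vehicle controls → % inhibition.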
cln2 rad14 – NCI yeast anticancer drug screen, S. cerevisiae cln2 rad14 strain | growth inhibition, % at 50 µM | 78,000 compounds, 8.3% hits;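 further: 0% = growth of vehicle-only cultures of the same strain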
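Growth of compound-exposed yeast (cln2 rad14 genotype) measured and expressed as inhibition relative to vehicle.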
yeast sgs1 mgt1 – NCI yeast anticancer drug screen, S. cerevisiae sgs1 mgt1 strain | growth inhibition, % at 50 µM | 78,000 compounds, 10% hits;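 further: 0% = growth of vehicle-only cultures of the same strain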
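Growth of a repair-deficient yeast mutant was monitored after compound treatment and expressed as inhibition relative to vehicle-treated cultures.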
Starred values were filed as active, the others as inactive; & = joins results of further samples. No stated cut-off is given here; in the data, active means growth inhibition above about 70%; inactive means the rest. Rows are unselected; 14% or so of the library scored in one or more.

How did Cc1cc(NCCCCCCCCCC[n+]2c(C)cc(N)c3ccccc32)c2ccccc2n1 do in these assays?
yeast mec2-1: 92*; rad50: 90*; bub3: 91*; yeast mlh1 rad18: 91*; cln2 rad14: 90*; yeast sgs1 mgt1: 92*

How did C/C=C/CS(=O)(=O)Cc1ccccc1 do in these assays?
yeast mec2-1: -12; rad50: 2; bub3: -4; yeast mlh1 rad18: -15; cln2 rad14: -4; yeast sgs1 mgt1: -6

Results for Cc1ccc(/C=C2/N=C(N/N=C\C(O)C(O)C(O)C(O)CO)NC2=O)cc1 (stereo not given) ?
yeast mec2-1: 22&13&11; rad50: 40&-3&34; bub3: 20&8&-2; yeast mlh1 rad18: -4&-23&11; cln2 rad14: 13&0&11; yeast sgs1 mgt1: 18&0&13

Results for COc1cc(OCc2nc3cc(C(F)(F)F)ccc3nc2-c2ccccc2)cc(OC)c1OC ?
yeast mec2-1: 1; rad50: 1; bub3: 34; yeast mlh1 rad18: -40; cln2 rad14: 2; yeast sgs1 mgt1: 22

How did COC(=O)C1=C2SC(c3ccccc3)=NC2C(CC2CC(=O)c3c(OC)ccc(Cl)c3C2)C(C(=O)OC)C1=O (stereo not given) do in these assays?
yeast mec2-1: -6; rad50: 27; bub3: -3; yeast mlh1 rad18: 3; cln2 rad14: -11; yeast sgs1 mgt1: 1

How did O=c1[nH]c2ccccc2c(O)c1/C=N/C(=S)NCc1ccccc1 do in these assays?
yeast mec2-1: -24; rad50: -23; bub3: 1; yeast mlh1 rad18: -37; cln2 rad14: 0; yeast sgs1 mgt1: 4

How did COc1ccc(/C=C2\CCN(C(C)=O)C2=O)cc1 do in these assays?
yeast mec2-1: -3; rad50: 2; bub3: 3; yeast mlh1 rad18: -11; cln2 rad14: 3; yeast sgs1 mgt1: -8

Results for c1ccc2c(c1)C(=NOc1nc3ccccc3c3ccccc13)c1ccccc1-2 ?
yeast mec2-1: 11; rad50: -5; bub3: 8; yeast mlh1 rad18: 12; cln2 rad14: 4; yeast sgs1 mgt1: 9

What do the screens show for `Nc1nc(N)c2cc(Sc3ccc(Cl)cc3)ccc2n1`?
yeast mec2-1: 31; rad50: 32; bub3: -26; yeast mlh1 rad18: -4; cln2 rad14: 9; yeast sgs1 mgt1: 4

Results for O=C(CCC1(CCC(=O)c2ccccc2)c2ccccc2C(=O)c2ccccc21)c1ccccc1 ?
yeast mec2-1: 8; rad50: 4; bub3: -3; yeast mlh1 rad18: 19; cln2 rad14: 1; yeast sgs1 mgt1: 4

Results for O=C(O)CCCc1ccc2c(c1Br)C=CC2 ?
yeast mec2-1: 64; rad50: 72*; bub3: 94*; yeast mlh1 rad18: 80*; cln2 rad14: 73*; yeast sgs1 mgt1: 87*

What do the screens show for `COc1ccc(NC(=O)CSc2nnc(Cc3ccccc3)o2)cc1`?
yeast mec2-1: -37; rad50: -50; bub3: -54; yeast mlh1 rad18: -58; cln2 rad14: -21; yeast sgs1 mgt1: -44

Results for O=C1C2=C(Nc3ccccc3N2)OC1c1ccncc1 (stereo not given) ?
yeast mec2-1: -6; rad50: 5; bub3: -15; yeast mlh1 rad18: -5; cln2 rad14: 14; yeast sgs1 mgt1: -13

Results for CC(=O)OC1CC(C(C)C)CCC1C (stereo not given) ?
yeast mec2-1: 13; rad50: 18; bub3: -9; yeast mlh1 rad18: 12; cln2 rad14: 5; yeast sgs1 mgt1: 6

What do the screens show for `COC(=O)CCCCCN1C(=O)c2cccc([N+](=O)[O-])c2C1=O`?
yeast mec2-1: 7; rad50: 21; bub3: 15; yeast mlh1 rad18: 21; cln2 rad14: 21; yeast sgs1 mgt1: 16

A stretch taken from the entries so far:
How did Cc1cc(NCCCCCCCCCC[n+]2c(C)cc(N)c3ccccc32)c2ccccc2n1 do in these assays?
yeast mec2-1: 92*; rad50: 90*; bub3: 91*; yeast mlh1 rad18: 91*; cln2 rad14: 90*; yeast sgs1 mgt1: 92*

How did C/C=C/CS(=O)(=O)Cc1ccccc1 do in these assays?
yeast mec2-1: -12; rad50: 2; bub3: -4; yeast mlh1 rad18: -15; cln2 rad14: -4; yeast sgs1 mgt1: -6

Continued:
Results for COCCNC(C)=O ?
yeast mec2-1: 1; rad50: 14; bub3: -11; yeast mlh1 rad18: 4; cln2 rad14: -17; yeast sgs1 mgt1: 12

What do the screens show for `Brc1cc2ccc(I)cc2c2ccccc12`?
yeast mec2-1: 4; rad50: 33; bub3: -5; yeast mlh1 rad18: 7; cln2 rad14: 15; yeast sgs1 mgt1: 23

What do the screens show for `CC1=CC(C)(C)NC(=S)N1`?
yeast mec2-1: -16&3; rad50: -3&4; bub3: 2&-4; yeast mlh1 rad18: 5&10; cln2 rad14: 10&-61; yeast sgs1 mgt1: 1&6

What do the screens show for `COC(=O)/C=C/C(=N/N(C)c1ccccc1)c1ccccc1`?
yeast mec2-1: 0; rad50: 3; bub3: 11; yeast mlh1 rad18: -5; cln2 rad14: -49; yeast sgs1 mgt1: 3

What do the screens show for `N#Cc1ccc(Oc2ccc(C#N)cc2)cc1`?
yeast mec2-1: -20; rad50: 12; bub3: 0; yeast mlh1 rad18: -1; cln2 rad14: 18; yeast sgs1 mgt1: -8

How did C1=CCC23COCC2(C1)CSC3 (stereo not given) do in these assays?
yeast mec2-1: -6; rad50: 6; bub3: -7; yeast mlh1 rad18: 4; cln2 rad14: -30; yeast sgs1 mgt1: -2

What do the screens show for `Nc1ccc(-c2ccc(N)c(S(=O)(=O)O)c2)cc1S(=O)(=O)O`?
yeast mec2-1: -9; rad50: -12; bub3: 33; yeast mlh1 rad18: -22; cln2 rad14: 49; yeast sgs1 mgt1: 8

Results for CCCCN(CCCC)C(=O)c1ccc(OC(=O)OCC)c(OC)c1 ?
yeast mec2-1: 37; rad50: 57; bub3: 85*; yeast mlh1 rad18: 17; cln2 rad14: 9; yeast sgs1 mgt1: 50

What do the screens show for `COc1ccc2c(c1OC)C(=O)C2`?
yeast mec2-1: 12; rad50: -21; bub3: -17; yeast mlh1 rad18: -2; cln2 rad14: 9; yeast sgs1 mgt1: -21

What do the screens show for `S=c1nc(/C=C/c2ccc(Cl)c(Cl)c2)[nH][nH]1`?
yeast mec2-1: 45; rad50: 80*; bub3: 84*; yeast mlh1 rad18: 23; cln2 rad14: 65; yeast sgs1 mgt1: 65

Results for CCOC(=O)c1cnc2c(cnn2CC)c1N1CCCCC1 ?
yeast mec2-1: 28; rad50: -14; bub3: 37; yeast mlh1 rad18: 23; cln2 rad14: -37; yeast sgs1 mgt1: 19

Results for O=C1C=C(Br)C(=O)C12CCc1ccccc12 (stereo not given) ?
yeast mec2-1: 100*; rad50: 100*; bub3: 100*; yeast mlh1 rad18: 100*; cln2 rad14: 99*; yeast sgs1 mgt1: 100*

How did COc1ccc(NC(=O)N(C)Cc2ccccc2Cl)cc1 do in these assays?
yeast mec2-1: -11; rad50: 0; bub3: 11; yeast mlh1 rad18: 0; cln2 rad14: -13; yeast sgs1 mgt1: 2

What do the screens show for `C/C=C/C(=O)OCCC[N+](C)(C)C`?
yeast mec2-1: 12; rad50: 9; bub3: 14; yeast mlh1 rad18: -24; cln2 rad14: -1; yeast sgs1 mgt1: 3

Results for Cc1ccc([Si](O)(c2ccc(C)cc2)c2ccc(C)cc2)cc1 ?
yeast mec2-1: 93*; rad50: 95*; bub3: 86*; yeast mlh1 rad18: 94*; cln2 rad14: 94*; yeast sgs1 mgt1: 93*

How did Oc1ccccc1N=Cc1ccc(Cl)cc1 do in these assays?
yeast mec2-1: 29; rad50: 32; bub3: 72*; yeast mlh1 rad18: 60; cln2 rad14: -10; yeast sgs1 mgt1: 26

Results for COc1ccc(-c2nc3c(C(=O)NCCN(C)C)cccc3c3ccccc23)cc1 ?
yeast mec2-1: 56; rad50: 70*; bub3: -15; yeast mlh1 rad18: 89*; cln2 rad14: 1; yeast sgs1 mgt1: 14

What do the screens show for `Cc1nn(-c2nc(-c3ccccc3)cs2)c(C)c1C`?
yeast mec2-1: -9; rad50: -6; bub3: 0; yeast mlh1 rad18: -8; cln2 rad14: 3; yeast sgs1 mgt1: -21

Results for Cc1cc(C)c(C2=NO[C@@H]3[C@H]2C(=O)C=C2N(Cc4ccccc4)CCO[C@@]23O)c(C)c1 ?
yeast mec2-1: -2; rad50: -18; bub3: -2; yeast mlh1 rad18: -15; cln2 rad14: -37; yeast sgs1 mgt1: -11

What do the screens show for `C/C(=N/NC(=S)N1CCCCC1)c1cccc(/C(C)=N\NC(=S)N2CCCCC2)n1`?
yeast mec2-1: 88*; rad50: 74*; bub3: 90*; yeast mlh1 rad18: 88*; cln2 rad14: 87*; yeast sgs1 mgt1: 75*

How did CC(=O)OC1=C(C)C2=C3OC(=O)C(C)=C3CC[C@@]2(C)[C@@H](Cl)[C@@H]1Cl do in these assays?
yeast mec2-1: -46; rad50: 41; bub3: -15; yeast mlh1 rad18: -58; cln2 rad14: -6; yeast sgs1 mgt1: -3

Results for Cc1ccc(S(=O)(=O)c2cc(O)c(O)c3ccc(Br)cc23)cc1 ?
yeast mec2-1: 98*; rad50: 80*; bub3: 84*; yeast mlh1 rad18: 98*; cln2 rad14: 95*; yeast sgs1 mgt1: 93*

What do the screens show for `COc1ccc(-c2cc(=O)c3ccc(C)nc3[nH]2)cc1`?
yeast mec2-1: -31; rad50: -19; bub3: -16; yeast mlh1 rad18: -19; cln2 rad14: -21; yeast sgs1 mgt1: -40

What do the screens show for `NC(=O)c1csc(C2OC(COP(=O)(O)CP(=O)(O)OCC3OC(n4cnc5c(N)ncnc54)C(O)C3O)C(O)C2O)n1` (stereo not given)?
yeast mec2-1: -7; rad50: 3; bub3: 20; yeast mlh1 rad18: 7; cln2 rad14: -13; yeast sgs1 mgt1: 5

Results for COC(=O)C[C@H](C)[C@H](C)CC(=O)O ?
yeast mec2-1: -20; rad50: -18; bub3: 0; yeast mlh1 rad18: -13; cln2 rad14: -7; yeast sgs1 mgt1: -2

Results for CC(=O)Nc1ccc(Cl)cc1NC(C)=O ?
yeast mec2-1: -9; rad50: 5; bub3: -3; yeast mlh1 rad18: -4; cln2 rad14: -50; yeast sgs1 mgt1: -25

Results for COc1cc(C2c3cc4c(cc3[C@@H](Nc3ccc5c(c3)OCCO5)C3COC(=O)[C@H]23)OCO4)cc(OC)c1O (stereo not given in full) ?
yeast mec2-1: 91*; rad50: 85*; bub3: 87*; yeast mlh1 rad18: 89*; cln2 rad14: 86*; yeast sgs1 mgt1: 87*

How did CC(=O)NNc1nc(C)c(C(/C=C/c2ccc(Cl)cc2)=N\N=C(N)N)s1 do in these assays?
yeast mec2-1: -17; rad50: 14; bub3: -7; yeast mlh1 rad18: 7; cln2 rad14: 30; yeast sgs1 mgt1: 3

What do the screens show for `NC1=C(Br)C(=O)c2[nH]c(=O)[nH]c(=O)c2C1=O`?
yeast mec2-1: 8; rad50: 19; bub3: 7; yeast mlh1 rad18: 21; cln2 rad14: -4; yeast sgs1 mgt1: 24

Of the compounds above, 7 contain a carbonyl joined to an NH by a bond outside any ring:
What do the screens show for `COc1ccc(NC(=O)CSc2nnc(Cc3ccccc3)o2)cc1`?
yeast mec2-1: -37; rad50: -50; bub3: -54; yeast mlh1 rad18: -58; cln2 rad14: -21; yeast sgs1 mgt1: -44

Results for COCCNC(C)=O ?
yeast mec2-1: 1; rad50: 14; bub3: -11; yeast mlh1 rad18: 4; cln2 rad14: -17; yeast sgs1 mgt1: 12

How did COc1ccc(NC(=O)N(C)Cc2ccccc2Cl)cc1 do in these assays?
yeast mec2-1: -11; rad50: 0; bub3: 11; yeast mlh1 rad18: 0; cln2 rad14: -13; yeast sgs1 mgt1: 2

Results for COc1ccc(-c2nc3c(C(=O)NCCN(C)C)cccc3c3ccccc23)cc1 ?
yeast mec2-1: 56; rad50: 70*; bub3: -15; yeast mlh1 rad18: 89*; cln2 rad14: 1; yeast sgs1 mgt1: 14

What do the screens show for `NC(=O)c1csc(C2OC(COP(=O)(O)CP(=O)(O)OCC3OC(n4cnc5c(N)ncnc54)C(O)C3O)C(O)C2O)n1` (stereo not given)?
yeast mec2-1: -7; rad50: 3; bub3: 20; yeast mlh1 rad18: 7; cln2 rad14: -13; yeast sgs1 mgt1: 5

Results for CC(=O)Nc1ccc(Cl)cc1NC(C)=O ?
yeast mec2-1: -9; rad50: 5; bub3: -3; yeast mlh1 rad18: -4; cln2 rad14: -50; yeast sgs1 mgt1: -25

How did CC(=O)NNc1nc(C)c(C(/C=C/c2ccc(Cl)cc2)=N\N=C(N)N)s1 do in these assays?
yeast mec2-1: -17; rad50: 14; bub3: -7; yeast mlh1 rad18: 7; cln2 rad14: 30; yeast sgs1 mgt1: 3

Compound activity deposited in PubChem BioAssay by NCI.
